# Assay outcomes as filed in PubChem BioAssay.
# FID counter: fluorescent intercalator displacement, NS3 helicase counter-screen; DNA fluorescent intercalator displacement, fluorescence; inhibition, % at 7.9 µM; 0.17% of 290,000 active; in the data active = inhibition above about 37%;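 note: 0% = vehicle and 100% = reference compound; higher means more ethidium bromide displaced from hairpin DNA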
# NALP1 inh: NALP1 inhibition | 0.61% of 280,000 active | inhibition, % at 10 µM | S. cerevisiae NALP1/ASC/caspase-1 growth, X-gal OD620, 72 h; in the data active = inhibition mostly above about 24%, no sharp cut-off; inactive = mostly below about 32%; note: some compounds called inactive have numbers as strong as hits
# MEKK2 mut-MEK5: signal of MEK5 binding to mutant human MEKK2 PB1 domain; 0.35% of 290,000 active; percent response, % at 10 µM; bead flow cytometry, Alexa488-MEK5 binding to MEKK2 mutant; in the data active = percent response above about 24%, passing the limit was not always enough; note: inactives centre near 1; some results filed as inactive read as strong as hits
# IMP-1 inh: inhibitors of Pseudomonas aeruginosa IMP-1 metallo-beta-lactamase | inhibition, % at 5.6 µM | AID 1556 | purified IMP-1, nitrocefin hydrolysis, epi-absorbance fluorescence | 0.45% of 290,000 active;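 active = inhibition above the mean plus 3 SD of all compounds in the same screening run, cut at about 4.5% in these data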;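 note: 0% = IMP-1 with DMSO and 100% = DMSO wells lacking enzyme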
#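 Material – recombinant IMP-1 enzyme, purified · Amount – IMP-1 0.2 nM before substrate addition · Medium – HEPES buffer pH 7.1 with ZnSO4 and Brij 35 · Timing – 25 °C, 15 min preincubation, 25 min reaction · Measured by – plate fluorescence quenching by hydrolysis product, ex 480/em 530 nm · Read-out – percent enzyme inhibition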
# SUMO HTRF inh: SUMOylation inhibition; P63279; HTRF SUMOylation assay, SAE1/SAE2 + UBC9, in vitro; inhibition, % at 35 µM; 0.36% of 290,000 active; in the data active = inhibition above about 50%, passing the limit was not always enough; note: strong numbers were not always called active
# Target sequence (P63279 whole entry, looked up): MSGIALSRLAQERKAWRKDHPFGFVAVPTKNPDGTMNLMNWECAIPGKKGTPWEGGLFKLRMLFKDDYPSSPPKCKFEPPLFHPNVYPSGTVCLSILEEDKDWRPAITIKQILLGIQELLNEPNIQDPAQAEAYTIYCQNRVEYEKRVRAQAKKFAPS
# HCV NS3 hel inh: inhibitors of Hepatitis C virus NS3 helicase. NS3 helicase DNA unwinding, Cy5 molecular beacon fluorescence. inhibition, % at 10.9 µM. 0.56% of 290,000 active;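 active = inhibition above the mean of all tested compounds plus 3 SD, set per campaign, cut at about 35% in these data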;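 note: 0% = DMSO wells and 100% = thioflavine S control wells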
#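 Control set: DMSO versus 110 µM thioflavine S; Material: NS3 helicase fragment of HCV; Measured by: Cy5 fluorescence at 0 and 60 min, beacon hairpin quenching; Read-out basis: percent inhibition from t60/t0 fluorescence ratio; Times: reaction time 60 min, 25 °C; Repeats: single replicate; Compound dosing: single dose, 10.9 µM nominal final, DMSO 0.8% final.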
# MEKK2wt PB1 HTS: raises or lowers MEK5 binding to wildtype human MEKK2 PB1 domain | binding response (% of control), % at 10 µM | 1.1% of 290,000 active | Q9Y2U5 | bead flow cytometry, Alexa488-MEK5 binding to MEKK2 WT; actives lie on both sides; in the data active = binding response below about 67% or above about 130%
# M18AAP inhibitor: blocks P. falciparum M18 aspartyl aminopeptidase | inhibition, % at 7.35 µM | 1.2% of 290,000 active | recombinant PfM18AAP, H-Glu-NHMec fluorogenic cleavage;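 active = inhibition above the campaign mean inhibition over all tested compounds plus 3 SD, cut at about 28% in these data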;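 note: 0% = plate median of test compound wells and 100% = 2 mM ZnCl2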
# VIM-2 inh: blocks Pseudomonas aeruginosa VIM-2 metallo-beta-lactamase | purified VIM-2, nitrocefin hydrolysis, epi-absorbance fluorescence | inhibition, % at 5.6 µM | 0.89% of 290,000 active | AID 1527;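 active = inhibition above the mean of all tested compounds plus 3 SD, cutoff set per screening run, cut at about 7.5% in these data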;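 note: red hydrolysis product quenches plate fluorescence so inhibitors raise well fluorescence; 0% = enzyme with DMSO and 100% = DMSO without enzyme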
# Starred values were filed as active, the others as inactive; . = not tested or not shown.
SMILES,FID counter,NALP1 inh,MEKK2 mut-MEK5,IMP-1 inh,SUMO HTRF inh,HCV NS3 hel inh,MEKK2wt PB1 HTS,M18AAP inhibitor,VIM-2 inh
CC(=O)N(C)c1ccc(NS(=O)(=O)c2cc(Cl)ccc2Cl)cc1,-11,-4,-1,-2.1,9,-5,94,-14,-0.2
COc1ccccc1NC(=O)CNC(=O)c1ccccc1,-1,3,4,-5.3,-5,-7,100,-3,-0.7
CCSc1nnc(-c2ccc(OC)cc2)o1,-4,-15,-15,-1.9,-2,-4,96,0,-1.6
COc1ccc(OC)c(S(=O)(=O)N2CCN(c3ccc(F)cc3)CC2)c1,-26,20,10,-3.1,1,-6,107,1,-1.7
CCCNC(=O)CN(c1ccc(F)cc1)S(=O)(=O)c1ccc2c(c1)OCCO2,-8,6,12,-2.0,3,4,113,0,-0.4
Cc1ccc(Nc2cnn(C34CC5CC(CC(CC(=O)O)(C5)C3)C4)c(=O)c2Cl)cc1C,-43,-6,4,-3.6,-7,1,105,-6,-2.8
Cc1cccc(N=C2NC(=O)/C(=C/C=C/c3ccco3)S2)c1,-17,39,-2,-2.3,40,44*,91,8,-1.3
O=C(Oc1cccc(OC(=O)N2CCCCC2)c1)N1CCCCC1,-43,-19,-13,-0.1,7,3,78,1,-1.9
COc1ccccc1-c1cc(C(F)(F)F)nc(S(=O)(=O)CCCC(=O)NC(C)C)n1,2,22,1,-3.2,25,0,105,1,-1.2
CCOC(=O)c1c(C)[nH]c(C)c1S(=O)(=O)Nc1ccc(CN2CCCCC2)cc1,2,12,2,-3.0,7,-2,102,3,-1.0
c1ccc(Nc2nc(N3CCOCC3)nc(N3CCOCC3)n2)cc1,-23,.,15,-1.0,-9,7,103,-2,-2.8
Cc1c(C(=O)C(=O)N2c3ccccc3CC2C)c2ccccc2n1C (stereo not drawn),-22,15,-5,-4.4,2,-1,93,6,-2.2
Cc1cccc(NC(=O)c2ccc3c(c2)OCCO3)c1C,-8,18,0,-3.7,-13,15,98,8,-1.7
CCCCCNC(=O)Cn1c(=O)c2c(ncn2CC(C)C)n(Cc2ccccc2)c1=O,-36,1,1,-0.9,-4,-3,102,-8,-2.0
COc1cccc(CNC(=O)c2cc3c(C)nc4ccccc4c3o2)c1,-21,4,13,0.6,6,-3,115,3,6.5
CC(=O)Nc1ccc(S(=O)(=O)NNC2=NS(=O)(=O)c3ccccc32)cc1,-11,5,-1,-5.0,1,0,109,14,-1.9
C=CCn1cnc2c(nnn2-c2cc(C)cc(C)c2)c1=O,-8,-3,3,-1.7,-4,-2,110,4,-3.2
CCCn1c(N)c(N2CCCCC2)c(=O)n(CC(=O)Nc2ccccc2)c1=O,-7,-4,2,-4.7,12,11,100,-11,-4.6
CCc1cccc(CC)c1NC(=O)CSc1nc2ccc(N3C(=O)C4C(C3=O)[C@H]3C=C[C@@H]4C3)cc2s1 (stereo partly drawn),-19,34,-9,3.3,15,-8,93,-7,0.2
Cn1c(SCC(=O)Nc2nc3ccccc3s2)nnc1-c1ccccc1,-2,-4,.,0.8,6,-1,.,14,-1.5
O=C(Nc1ccc(Br)cc1)c1ccc(F)c(S(=O)(=O)N2CCN(c3ccccn3)CC2)c1,4,-1,4,-2.2,9,7,124,5,-4.4
COc1ccc2cc(OC)c(C(=O)N3CCOCC3)cc2c1,3,5,2,-3.0,22,5,-7.0*,4,-3.8
Cc1c(O)ccc2c(CN3CCN(C/C=C/c4ccccc4)CC3)cc(=O)oc12,2,-11,14,-2.8,35,-32,120,3,-0.7
Cn1cc(Cl)c(C(=O)OCC(=O)Nc2ccccc2)n1,1,14,12,-4.5,5,-1,109,-3,-0.9
O=C(Nc1nnc(C2CCCO2)s1)c1ccc(Br)cc1 (stereo not drawn),-12,-4,12,-4.0,13,9,105,-5,-5.0
Nc1c2c(nc3ccccc13)N(c1ccccc1)CC2,.,11,-1,.,6,.,103,.,.
CC(=O)Oc1ccc(/C=c2\sc3ncnn3c2=O)cc1,3,-6,-8,-2.8,-1,-6,91,35*,-1.6
CCN(CC)C(=O)c1ccc(N)cc1,-2,20,-1,-3.2,13,10,101,2,-5.5
C=CCn1cnc2c(c1=O)c1nc3ccccc3nc1n2-c1ccc(C)cc1,-7,-3,.,-1.8,10,-14,.,-20,-0.1
CCCCC(CC)C(=O)Nc1cc(C(=O)NCCC)ccc1N1CCC2(CC1)CC(c1ccccc1)=NO2 (stereo not drawn),-46,-12,-5,-0.5,-4,-28,92,-2,-0.7

# Three entries already listed, arranged by the value under MEKK2wt PB1 HTS, smallest number first.
SMILES | MEKK2wt PB1 HTS
CCCCC(CC)C(=O)Nc1cc(C(=O)NCCC)ccc1N1CCC2(CC1)CC(c1ccccc1)=NO2 (stereo not drawn) | 92
CC(=O)N(C)c1ccc(NS(=O)(=O)c2cc(Cl)ccc2Cl)cc1 | 94
CCCn1c(N)c(N2CCCCC2)c(=O)n(CC(=O)Nc2ccccc2)c1=O | 100

# (continued)
SMILES,FID counter,NALP1 inh,MEKK2 mut-MEK5,IMP-1 inh,SUMO HTRF inh,HCV NS3 hel inh,MEKK2wt PB1 HTS,M18AAP inhibitor,VIM-2 inh
Cc1ccc(N2CCN(c3ccc(C)cc3)C2c2cccnc2)cc1,0,40*,1,-1.5,-19,3,100,-6,-3.4
O=C(NC(NC(=S)Nc1ccccc1O)C(Cl)(Cl)Cl)c1ccco1 (stereo not drawn),0,16,0,-2.6,-4,4,101,-29,-2.9
CCCN1CCN(CCCNC(=O)Cn2nc(C)n3c(cc4cc(OC)ccc43)c2=O)CC1,31,11,-9,-1.7,.,14,105,0,1.0
Cc1c(C)c2c(OCC(=O)N[C@@H](C)C(=O)O)cc3c(c2oc1=O)CCC(C)(C)O3,-27,-3,4,-2.7,26,3,101,5,46*
COc1ccc(C2NC(c3ccc(OC)c(OC)c3OC)C(C)C(=O)C2C)c(OC)c1OC (stereo not drawn),-10,0,1,-6.6,-3,-3,101,4,-3.5
CCOc1ccccc1N1CCN(S(=O)(=O)c2ccc3c4c(cccc24)C(=O)N3)CC1,-16,14,0,-2.7,6,12,100,1,-2.1
O=C(/C=C/c1cccc([N+](=O)[O-])c1)NCCSCc1ccc(Cl)cc1,-3,32,0,-3.7,-8,-10,109,2,-0.3
COC(=O)C(c1ccccc1)C1(O)CC(C)N(C)CC1C (stereo not drawn),2,2,11,-2.7,10,6,106,-3,-1.0
CCC(C)NC(=O)C1CCCN(S(=O)(=O)c2ccc3c(c2)CC(C)N3C(=O)C2CC2)C1 (stereo not drawn),-44,26,5,-2.4,12,-14,102,-2,-4.0
CCn1c(CSc2nc(C)cs2)nc2cc(S(=O)(=O)N(C)C)ccc21,-17,-19,0,-2.0,-21,-6,104,5,-2.8
CCOCCCn1c(=S)[nH]c2cc(C(=O)N3CCN(C)CC3)ccc2c1=O,1,0,-14,-3.4,6,1,80,4,-1.6
COc1ccccc1N1CCN(C2CCCN(C(=O)CC(F)(F)F)C2)CC1 (stereo not drawn),-7,8,13,-1.1,6,6,115,3,-3.8
C=CCn1c2ccccc2c2nnc(SCC(=O)OCN3C(=O)c4ccccc4C3=O)nc21,-2,19,2,-1.8,16,1,71,3,-4.3
Cc1cccc(Cl)c1NC(=O)N1CCN(c2ccnc3cc(Cl)ccc23)CC1,-6,.,21,-1.0,8,-13,110,-3,1.0
CC(c1ccccn1)N(C)C(=O)c1ccc2nc(Cc3ccccc3F)oc2c1 (stereo not drawn),-37,0,7,-0.4,-8,1,109,2,-2.9
COc1ccc(C(=O)Nc2nnc(-c3ccccc3)o2)cc1OC,-14,-14,10,-3.8,19,-4,106,2,-3.1
CN(C)c1ccc(C2N3CC4(C)CN2CC(C)(C3)C4O)cc1 (stereo not drawn),-3,-27,8,-3.5,5,1,105,6,-1.9
Cc1ccc(C2C(C(=O)c3cccs3)=C(O)C(=O)N2c2nnc(C)s2)cc1 (stereo not drawn),-7,2,-1,20*,4,6,98,-7,20*
COc1ccc(N2CC(C(=O)Nc3nnc(Cc4ccccc4)s3)CC2=O)cc1 (stereo not drawn),-42,-3,-2,-1.5,5,-7,98,1,-0.7
COCCN(CCOC)C(=O)CCn1c(=O)oc2ccccc21,-1,-82,1,-6.0,23,3,108,3,-4.7
CC1=C(C)CC(C(=O)Nc2nc(C)cs2)C(C(=O)O)C1 (stereo not drawn),0,-6,6,-2.5,-4,-3,104,3,-1.1
CCOC(=O)c1ccc(NC(C)=O)c([N+](=O)[O-])c1,0,.,-7,-1.4,23,2,91,-15,0.3
CC(=O)Nc1ccc(NC(=O)C2CC(=O)N(C(C)C)C2)cc1 (stereo not drawn),-2,5,11,-1.7,4,6,112,3,-2.0
C/C(=N\NC(=O)c1n[nH]c2c1CCC2)c1ccco1,-8,.,-15,-2.4,-1,4,102,3,-3.7
CCOC(=O)c1sc2nc(CC(=O)OC)nc(N(C)CCc3ccccn3)c2c1C,-33,-2,-15,0.4,-18,-4,87,5,-0.3
CC(C)c1ccc(CNCCCSc2ncccn2)cc1,11,12,-3,0.2,1,-23,108,-8,0.7
COC(=O)C1CCN(c2cnccn2)CC1,-1,-3,-8,-0.3,4,-9,89,3,-0.2
O=C(Nc1ccccc1NS(=O)(=O)c1ccc(F)cc1)C1CCCC1,-9,-26,4,-3.4,8,-5,110,1,-2.1
C/C(=C\c1ccccc1)CN1CCN(C(C)C)C(CCO)C1 (stereo not drawn),-1,-5,5,-4.1,15,2,108,-3,-1.7
CSc1nnc(-c2ccc(S(=O)(=O)N3CCCC3)cc2)n1C,-5,13,-5,-2.1,20,-10,92,-1,-2.1
N/C(=N\S(=O)(=O)c1ccccc1)c1ccc([N+](=O)[O-])cc1,7,29,2,-1.7,15,15,96,1,-2.1
COc1ccc(OCC(O)Cn2ccnc2C)cc1 (stereo not drawn),-1,-16,-3,-3.5,16,-2,101,2,-2.4
O=C(NCc1ccccc1C(F)(F)F)C1CC(c2ccc(C(F)(F)F)cc2)=NO1 (stereo not drawn),.,-4,-2,.,-4,.,103,.,.
CC(Sc1nnc(-c2ccc(Cl)cc2)n1C)C(N)=O (stereo not drawn),0,-2,5,-1.3,5,0,101,-2,-0.8
O=C(Cc1n[nH]c(=O)c2ccccc12)NCc1ccc(Cl)cc1,-2,2,4,-2.3,19,0,104,-6,-0.8
N#Cc1nc(Cc2cccc3ccccc23)oc1N1CCC(C(N)=O)CC1,-13,-1,1,-3.4,6,-2,105,-6,0.3
O=C(CSc1nnc(CNC(=O)c2ccco2)o1)Nc1ccccc1C(F)(F)F,-3,11,0,-1.5,-3,1,101,0,-1.1
COc1ccc(OC)c(S(=O)(=O)N2CCCc3ccccc32)c1,-19,2,-4,-5.9,9,6,90,-6,-2.4

# Full records, quoted from the list. Values in the order: FID counter | NALP1 inh | MEKK2 mut-MEK5 | IMP-1 inh | SUMO HTRF inh | HCV NS3 hel inh | MEKK2wt PB1 HTS | M18AAP inhibitor | VIM-2 inh
# COc1cccc(CNC(=O)c2cc3c(C)nc4ccccc4c3o2)c1 is listed with -21 | 4 | 13 | 0.6 | 6 | -3 | 115 | 3 | 6.5
# Cc1cccc(NC(=O)c2ccc3c(c2)OCCO3)c1C is listed with -8 | 18 | 0 | -3.7 | -13 | 15 | 98 | 8 | -1.7
